Source: PubChem (several laboratories)
MT1-MMP act inh – blockers of MT1-MMP proenzyme processing, primary screen, HT1080 RFP-PRO-GFP cells, GFP/RFP fluorescence; Matrix metalloproteinase-14 (Homo sapiens), P50281; GFP/RFP ratio fluorescence, overnight; percent of plate control window, DMSO zero; GFP/RFP ratio change, % at 20 µM; actives 0.061% (n = 360,000);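 active = GFP/RFP ratio change of at least 30% with cell ATP level not reduced by more than half and red fluorescence within 50% of control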; also: strong numbers were not always called active
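Assay system: HT1080 RFP-PRO-GFP cells | Dosing: 20 µM single dose, 1% DMSO | Incubation: Cells overnight before dosing, compound overnight, 37 °C, 5% CO2 | Evaluation: GFP/RFP fluorescence ratio | Control set: DMSO-only wells and HT1080 RFP-L50D-GFP cell wells as references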
E coli Lon inh – inhibitors of E. coli Lon protease, primary screen, biochemical, fluorescence polarization. P0A9M0. purified E. coli Lon protease. inhibition, % at 7.94 µM. actives 0.42% (n = 360,000); in the data active = inhibition above about 13%, passing the limit was not always enough;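 also: 0% = enzyme with probe and DMSO and 100% = no enzyme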
MsrA act – bovine MsrA enzyme activators, primary screen, biochemical, absorbance, HTS | purified bovine MsrA, absorbance read-out | Methionine sulfoxide reductase A (Bos taurus) | actives 0.3% (n = 360,000) | activation, % at 10.6 µM; in the data active = activation above about 7.5%;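 also: 0% = vehicle and 100% = reference activator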
CSN inh – inhibitors of CSN-mediated cullin deneddylation, primary screen, biochemical, fluorescence polarization, uHTS | Purified CSN, SCF-Nedd8-OG deneddylation | COP9 signalosome complex subunit 5 (Homo sapiens), Q92905 | AID 651999, 2013 | actives 0.38% (n = 360,000) | inhibition, % at 12.5 µM;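 active = pattern-corrected inhibition above about 35%, with an unprinted fluorescence ratio check between 0.5 and 1.5, limit read from the data, passing the limit was not always enough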;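 also: 0% = enzyme with substrate and 100% = substrate without enzyme; some results filed as inactive read as strong as hits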
Target sequence (Q92905 whole entry, looked up, one chain of several): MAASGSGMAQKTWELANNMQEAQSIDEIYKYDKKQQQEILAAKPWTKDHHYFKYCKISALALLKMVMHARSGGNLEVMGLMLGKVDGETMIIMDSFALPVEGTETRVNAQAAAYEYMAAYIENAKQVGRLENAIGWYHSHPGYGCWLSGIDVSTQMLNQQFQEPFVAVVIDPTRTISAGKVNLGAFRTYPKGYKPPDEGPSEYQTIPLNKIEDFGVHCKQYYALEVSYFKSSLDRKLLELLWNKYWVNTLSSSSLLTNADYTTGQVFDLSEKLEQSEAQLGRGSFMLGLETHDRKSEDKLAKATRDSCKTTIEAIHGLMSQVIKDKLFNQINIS
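Assay system: purified human Csn5 enzyme expressed in HEK293T cells; measure: % inhibition; also added: SCFSkp2-Nedd8OG substrate at 10 nM final; technique: fluorescence polarization; times: reaction 90 min, room temperature; medium: Tris buffer pH 7.5, NaCl, DTT, Tween-20, trehalose, ovalbumin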
MsrA inh – bovine MsrA enzyme inhibitors, primary screen, biochemical, absorbance, HTS. Methionine sulfoxide reductase A (Bos taurus). purified bovine MsrA, absorbance read-out. inhibition, % at 15.5 µM. actives 0.75% (n = 360,000). AID 651718, 2012; in the data active = inhibition above about 4.5%;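 also: 0% = vehicle wells with enzyme and 100% = reference inhibitor wells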
Rin1 Abl inh – inhibitors of Rin1-Abl protein binding, primary screen, biochemical, TR-FRET | inhibition, % at 7.35 µM | actives 0.4% (n = 360,000) | AID 588664, 2011; in the data active = inhibition above about 5%, passing the limit was not always enough
PABP1 MLLE inh – inhibitors of PABP1 MLLE–PAM2 peptide binding, primary screen, biochemical, fluorescence polarization, FITC-PAM2, GST-MLLE; inhibition, % at 20 µM; actives 0.36% (n = 360,000); in the data active = inhibition above about 35%, passing the limit was not always enough;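 also: plate controls were DMSO wells with GST-MLLE for no effect and wells lacking GST-MLLE protein for full effect; some results filed as inactive read as strong as hits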
Target sequence (P11940 whole entry, looked up): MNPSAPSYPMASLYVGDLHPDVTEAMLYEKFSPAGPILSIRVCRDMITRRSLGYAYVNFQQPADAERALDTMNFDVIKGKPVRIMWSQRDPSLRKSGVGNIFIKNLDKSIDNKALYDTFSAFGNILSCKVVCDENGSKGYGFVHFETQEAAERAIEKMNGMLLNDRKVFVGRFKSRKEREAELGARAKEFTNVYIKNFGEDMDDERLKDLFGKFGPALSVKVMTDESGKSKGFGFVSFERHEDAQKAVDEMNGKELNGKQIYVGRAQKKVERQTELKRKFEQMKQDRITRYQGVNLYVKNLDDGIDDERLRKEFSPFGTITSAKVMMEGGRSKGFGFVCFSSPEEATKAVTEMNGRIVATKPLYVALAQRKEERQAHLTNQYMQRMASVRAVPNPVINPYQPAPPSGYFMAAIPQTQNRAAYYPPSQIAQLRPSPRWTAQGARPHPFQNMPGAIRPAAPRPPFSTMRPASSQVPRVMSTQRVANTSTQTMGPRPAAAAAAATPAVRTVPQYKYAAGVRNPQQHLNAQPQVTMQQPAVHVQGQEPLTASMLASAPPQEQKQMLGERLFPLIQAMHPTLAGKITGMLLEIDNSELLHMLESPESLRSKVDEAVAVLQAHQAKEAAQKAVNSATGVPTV
Rpn11 inh – Rpn11 (PSMD14) deubiquitinase inhibitors, primary screen, biochemical, fluorescence polarization, uHTS; 26S proteasome non-ATPase regulatory subunit 14 (Homo sapiens), O00487; actives 0.59% (n = 360,000); human 26S proteasome, Ub4-pepOG fluorescence polarization; 20S core pre-blocked with epoxomicin; calls only at 20 µM;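 active = inhibition at 20 µM, scaled to each plate's controls, above about 33%, limit read from the data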
FAS TE block – FAS thioesterase domain inhibitors, primary screen, biochemical, fluorescence intensity, uHTS; recombinant FAS-TE, OMFH fluorogenic substrate, fluorescence endpoint; inhibition, % at 15 µM; actives 0.67% (n = 360,000); AID 602261, 2012;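 active = compounds whose normalised, plate-corrected inhibition of enzyme fluorescence in the single-dose primary screen is 50% or more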;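 also: 0% = DMSO with enzyme and 100% = substrate without enzyme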
* = called active by the depositor; i = inactive; . = not tested or not shown; + = active, no number. Outcome played no part in choosing rows, and some 3.7% of all compounds hit somewhere here.

SMILES	MsrA act	E coli Lon inh	PABP1 MLLE inh	Rin1 Abl inh	CSN inh	MsrA inh	FAS TE block	MT1-MMP act inh	Rpn11 inh
O=C(Nc1nccs1)c1ccc2c(c1)C(=O)N(Cc1cccnc1)C2=O	-3	10	-8	-3	-3	0.6	-9	0	i
CCCc1cc(=O)n2[nH]c(NCc3ccc(OC)cc3)nc2n1	-1	-6	-1	1	-8	0.1	-5	1	i
Cc1ccc(C2CC(=O)Nc3cc4c(cc32)OCCO4)s1 (stereo not given)	-3	-13	-13	0	2	0.5	3	0	i
O=S(Cc1ccccc1)CC(O)(c1ccccc1)c1ccccc1 (stereo not given)	-1	-12	2	-2	-2	0.5	-3	-3	i
Cc1ccc(C2(COC(=O)C(C)C)CO2)c(OC(=O)C(C)C)c1 (stereo not given)	-11	-2	7	0	-1	-0.4	-11	-1	i
CCOC(=O)CNC(=O)C1COc2ccccc2O1 (stereo not given)	-2	4	-7	-2	1	0.0	-4	0	i
COc1cccc(N2CCN(C(=O)c3ccc(OC)c(S(=O)(=O)NC4CC4)c3)CC2)c1	0	5	5	3	-2	-1.1	-6	1	i
OCCC1CN(Cc2cnc(-c3ccccc3)s2)CCN1CCc1ccccc1 (stereo not given)	-4	-3	8	-3	-5	-0.1	1	1	i
O=[N+]([O-])c1ccccc1S(=O)(=O)Nc1ccc(S(=O)(=O)N2CCOCC2)cc1	-6	2	2	-1	-1	3.4	-2	4	i
Cc1c(C(=O)NNC(=O)Nc2ccc([N+](=O)[O-])cc2)oc2ccccc12	-3	-6	-10	2	4	3.1	-1	-1	i
CCOC(=O)C1C2C=CC3(CN(c4cccc(Cl)c4)C(=O)C13)O2 (stereo not given)	-11	2	19	-4	2	-0.7	-4	.	i
COc1cccc(/C=C2\Oc3ccc(O)cc3C2=O)c1O	-3	-61	-58	0	6	3.2	-4	9	+
Cc1cccc(N(Cc2ccccc2)C(=O)CSC(C)C(=O)Nc2cc(C)on2)c1 (stereo not given)	-1	-7	10	3	1	-0.1	7	1	i
COc1ccc(C)cc1NC(=O)CC(O)(C(F)(F)F)C(F)(F)F	-13	0	-15	-1	-3	0.4	-2	-5	i
Cc1ccc(OCCCCc2c(C)n[nH]c2C)cc1	-5	7	12	0	-1	-0.7	-3	3	i
O=C(NCc1ccccn1)c1ccc(Cl)s1	-2	0	11	2	-4	1.1	-5	2	i
CN(C)CCCn1c(SCC(=O)N2c3ccccc3Sc3ccccc32)nc2ccccc2c1=O	-10	-4	13	4	-5	-0.6	11	-20	i
O=C(Cn1cc(COc2cc(F)cc(F)c2)nn1)c1ccc(O)cc1	-1	-12	6	-2	2	3.2	-8	3	i
Oc1ccc2ccc(Cl)cc2c1	-10	0	4	0	-5	0.8	-1	4	i
CCOC(=O)CSc1nc2c(sc(=S)n2-c2ccccc2)c(=O)n1-c1ccc(OC)cc1OC	-8	-7	8	0	3	2.3	20	-6	i
CC(=O)OCC1OC(n2c3c(cc(C#N)c2=S)CCCC3)C(OC(C)=O)C(OC(C)=O)C1OC(C)=O (stereo not given)	-1	-1	-14	2	1	0.7	-6	6	i
CSCCC1NC(=O)N(CC(=O)N2CCc3ccccc3C2)C1=O (stereo not given)	-1	4	7	0	0	0.6	-6	-1	i
O=C(NCCSCc1c(F)cccc1Cl)c1ccco1	-3	-7	13	-5	5	2.3	-3	3	i
CCCNC(=O)Cn1nc(-c2ccccc2OC)ccc1=O	-1	5	13	-2	4	-0.1	-3	3	i
CN(C)c1ccc(C(=O)OCC(=O)Nc2ccc(N3CCOCC3)cc2)cc1	-4	-5	5	-1	-1	-0.2	-4	0	i
COc1cccc(/C=N/NC(=O)c2ccc(OCc3cccc(Br)c3)cc2)c1	-3	-3	1	-1	2	-0.1	15	2	i
Cn1nccc1/C=C(/C#N)S(=O)(=O)c1ccccc1	-1	-18	7	2	0	-1.2	-6	-11	i
Cc1cc(N)ccc1-n1c(C)ccc1C	-2	-12	2	2	5	2.5	-10	86	i
O=C(NCC(=O)N(c1cccnc1)C(C(=O)NC1CCCC1)c1ccccc1)c1ccco1 (stereo not given)	-3	-2	7	0	-4	-0.1	-7	1	i
CC(OC(=O)C1CC1)C(=O)Nc1cc(Cl)cc(Cl)c1 (stereo not given)	-5	-5	-15	6	1	0.4	7	2	i
CCOC(=O)CC1(C)NC(C(=O)O)C(C)(C)S1 (stereo not given)	-5	0	13	5	-2	2.1	-9	3	i
Cn1c(O)c(N=NC(=S)Nc2ccccc2F)c2cc(S(=O)(=O)N3CCOCC3)ccc21	-4	11	31	2	12	-0.1	9	5	i
O=C1NCC(=O)N2CCC[C@@H]12	-1	0	-2	-2	0	0.4	-3	1	i
N#Cc1ccc(C23CC4(C2)[C@H](CN(CC2CCCCC2)[C@@H]4c2ccccc2)C3c2ccccc2)cc1 (stereo not given in full)	0	-9	3	2	-1	-0.5	14	-4	i
COc1ccccc1CNS(=O)(=O)c1ccc(S(=O)(=O)NC2CC2)cc1	-2	-3	-2	3	-3	-0.2	-7	1	i
COc1ccc(/C=C/C(O)=C(\C#N)c2nnc(N3CCOCC3)n2-c2ccccc2)cc1OC	-2	-4	-5	3	-3	0.9	6	-5	i
C/C(=N\NC(=O)C1CCCC1)c1ccc(NC(=O)C(F)(F)F)cc1	-1	-2	3	-3	-4	-0.5	-8	11	i
COc1ccc(CCNC(=O)C2c3ccccc3C(=O)N2CCC(C)C)cc1OC (stereo not given)	-4	3	13	3	4	0.9	-6	-1	i
COc1ccc2c(c1)C(=O)N(c1ccccc1C)C(=O)C2(C)C	-5	1	3	-1	6	-0.8	-2	0	i
CC1(C)CC(=O)C(CO)=C(c2cccc3ccccc23)C1=O	-1	3	12	1	-5	-0.3	-14	3	i
CCc1cc(CNC(=O)c2ccc(OC3CCN(CCc4ccccc4)CC3)cc2)on1	-4	-3	6	0	-2	-0.7	-5	1	i
COC(=O)c1sccc1NC(=O)CC1C(=O)NCCN1C(=O)Nc1ccc(OCc2ccccc2)cc1 (stereo not given)	-2	13	2	-1	-2	0.0	3	2	i
COc1ccc(C2C(C(=O)c3cccs3)=C(O)C(=O)N2c2nncs2)cc1 (stereo not given)	-1	62*	152	-3	-53	0.8	-55	4	i
Cc1cccc(C(=O)c2cccc(C)c2)c1	-3	11	-5	-1	2	0.1	6	-1	i
COc1ccc(CNC(=O)CCCN2C(=O)c3ccccc3C2=O)cc1	-11	1	21	-2	-8	1.2	-8	.	i
COc1cc(CCC(=O)OCC(=O)N(CC(C)C)C2CCS(=O)(=O)C2)cc(OC)c1OC (stereo not given)	-4	-14	9	-2	-1	-0.2	-8	1	i
Cc1ccc(-c2csc(NC(=O)c3cccc([N+](=O)[O-])c3)n2)cc1	-2	-5	10	1	2	-0.5	1	-2	i
Cc1cccc(NC(=O)C2CCN(S(=O)(=O)c3cccc4nsnc34)CC2)c1	-5	-18	10	0	-3	0.9	0	0	i
CCOc1cccc(-c2csc(C3COc4ccccc4O3)n2)c1 (stereo not given)	-3	11	-14	-5	5	-1.4	10	2	i
CC1CCN(c2nc(NCc3ccco3)nc(N)c2[N+](=O)[O-])CC1	-9	-6	-9	2	6	3.1	6	-4	i

Following part:
SMILES	MsrA act	E coli Lon inh	PABP1 MLLE inh	Rin1 Abl inh	CSN inh	MsrA inh	FAS TE block	MT1-MMP act inh	Rpn11 inh
O=C(Nc1ccn([C@H]2CC[C@@H](CO)O2)c(=O)n1)c1ccccc1	-5	-10	-9	24*	1	1.7	-2	0	i
CC(C)C(NC(=O)c1ccccc1F)C(=O)NCCCn1ccnc1 (stereo not given)	-3	5	26	-1	1	0.9	-8	-1	i
O=C(Nc1ccc(Cl)c([N+](=O)[O-])c1)C(NCCCO)c1ccccc1 (stereo not given)	1	1	-29	3	2	-0.2	22	8	i
CC(=O)C1=C(O)C(=O)N(c2nccs2)C1c1ccc(F)cc1 (stereo not given)	-5	5	16	4	1	3.4	-2	1	i
c1cncc(-c2nnc3sc(C4CCCCC4)nn23)c1	4	0	8	-2	-5	0.7	-8	5	i
COc1ccc(NC(=O)CCNS(=O)(=O)c2cccc3nonc23)c(OC)c1	2	13	-1	0	2	0.7	-4	-3	i
CC(C)CNS(=O)(=O)c1ccc(C(=O)Nc2ccc3c(c2)OCCO3)cc1	-5	-7	3	1	0	0.6	0	5	i
COCCCn1c(C(=O)N2CC(C)OC(C)C2)cc2c(=O)n3cccc(C)c3nc21 (stereo not given)	-1	4	-7	-3	4	.	1	8	i
Cc1cccc(CSCCNC(=O)Nc2ccccc2)c1	-2	0	7	-1	-6	0.2	9	2	i
COCCNC(=O)c1cc2c(=O)n3cccc(C)c3nc2n(Cc2ccncc2)c1=N	-2	7	6	-3	-1	0.9	1	-2	i
COc1ccc(CN(Cc2cc3cccc(C)c3n3nnnc23)C(=O)N2CCOCC2)cc1	-5	-7	3	-1	-3	-0.9	50*	-5	i
Cc1ccccc1OCC(=O)NCCCNC(=O)c1ccccn1	-2	6	-3	0	3	-0.6	0	0	i
O=C(Nc1ccncc1)Nc1ccc(Br)cc1Cl	-3	-3	8	-3	3	-1.0	9	-6	i
COc1ccc(C(=O)N2CCN(C(=O)c3cc(OC)c(OC)c(OC)c3)CC2)cc1	-5	-4	-6	2	4	-0.6	-9	3	i
Cn1cccc1CC(=O)N/N=C/C=C/c1ccco1	-5	-16	-13	4	45	3.3	-9	0	i
CN(C)c1nc(-c2ccc([N+](=O)[O-])cc2)cs1	-5	-7	7	-4	-1	-0.1	-4	2	i
Cc1ccc(Cn2c(C(C)Nc3nc(-c4ccc(Cl)c([N+](=O)[O-])c4)cs3)nc3cc(C(F)(F)F)ccc32)cc1 (stereo not given)	-1	10	8	1	10	0.3	46	-1	i
CC(C)[C@H]1CN(C)CCN1Cc1cn(C)nc1-c1cccc(Cl)c1	3	-11	-7	0	0	-1.6	-2	0	i
